# Polio RdRp inh = inhibitors of poliovirus RNA polymerase binding and polymerization; % elongation, % (compound at 16.7 µg/mL); AID 588519; actives 0.66% (n = 150,000); poliovirus polymerase elongation, fluorescence polarization; hits give low values; in the data active = % elongation below about 90%; also: some results filed as inactive read as strong as hits
# Target sequence (P03300 1749-2209 limits assumed): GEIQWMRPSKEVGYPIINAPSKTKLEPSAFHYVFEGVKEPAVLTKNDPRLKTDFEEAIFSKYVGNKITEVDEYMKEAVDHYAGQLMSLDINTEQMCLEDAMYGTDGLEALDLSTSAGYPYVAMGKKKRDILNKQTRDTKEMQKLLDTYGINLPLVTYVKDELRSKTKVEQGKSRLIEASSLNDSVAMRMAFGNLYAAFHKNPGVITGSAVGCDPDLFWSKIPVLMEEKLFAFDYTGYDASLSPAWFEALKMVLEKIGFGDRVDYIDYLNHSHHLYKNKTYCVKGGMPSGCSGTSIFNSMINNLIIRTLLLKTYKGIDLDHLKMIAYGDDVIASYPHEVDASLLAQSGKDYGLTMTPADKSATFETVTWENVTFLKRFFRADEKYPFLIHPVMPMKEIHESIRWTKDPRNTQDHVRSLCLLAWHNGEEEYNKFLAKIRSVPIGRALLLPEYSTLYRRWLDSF
# Polio RdRp inh FP z-score = second read-out of Polio RdRp inh, no call of its own (marks repeat the call); z-score; measured here: FP z-score; hits read low
# * = called active by the depositor. Not all compounds are listed; count on the stated rates, not on these rows.
mol	Polio RdRp inh	Polio RdRp inh FP z-score
O=C(CSc1nc2c(cnn2-c2ccc(F)cc2)c(=O)[nH]1)Nc1ccc(Br)cc1	106	0.5
O=S(=O)(c1ccc(-c2cc(C(F)(F)F)no2)s1)N1CCCCC1	100	-1
COc1cc(NC(=O)C(NS(=O)(=O)c2ccc3c(c2)oc(=O)n3C)C(C)C)cc(OC)c1 (configuration not stated)	100	-0.6
CC1CN(c2nc3ccccc3nc2SCC(=O)Nc2ccc(F)cc2)CC(C)O1 (configuration not stated)	100	-0.2
O=C1NC(=O)C2(C(=O)N1)C(c1ccc(Cl)cc1)NC(=S)NC2c1ccc(Cl)cc1 (configuration not stated)	99	-0.1
COc1ccc(CCC(=O)NCc2ccc3c(c2)CCN3C(=O)c2ccccc2)cc1	109	0.5
O=C(NO)c1cccs1	99	-0.6
CCc1ccc(CNC(=O)CCN2C(=O)COc3ccccc32)cc1	108	-0.5
Cc1ccc(-c2[nH]c3c(c2-c2c(-n4cccc4)n(C)c(=O)[nH]c2=O)c(=O)[nH]c(=O)n3C)cc1	107	0
O=C(Cn1cc(/C=C2\C(=O)NC(=O)N(Cc3ccccc3)C2=O)c2ccccc21)NCc1ccco1	77	-4.9

mol	Polio RdRp inh	Polio RdRp inh FP z-score
COc1cc(N2C(=O)c3ccccc3C2=O)c(Cl)cc1C(=O)OCC(=O)N1CCCC1	105	0.3
Cc1onc(-c2ccccc2)c1C(=O)N1CCOCC1	101	0
Nc1nnc(CCc2ccccc2)c(=O)n1N	100	-0.2
CCOc1ccc(CCNC(=O)CCCc2cc(-c3ccc(OCC)cc3)on2)cc1	103	-0.2
CC12CN(C(=O)c3ccccc3)CC(C)(CN(C(=O)c3ccccc3)C1)C2	100	-1.4
O=C(NCC1CCCC(CNC(=O)Nc2ccc3c(c2)OCO3)C1)Nc1ccc2c(c1)OCO2 (configuration not stated)	100	-0.7
O=c1c(C=NCCc2ccccc2)c(NCCc2ccccc2)nc2ccccn12	104	0.6
CC(Cc1c[nH]c2ccccc12)N(Cc1ccccc1)Cc1ccccc1 (configuration not stated)	101	-0.2
Cc1ccc(NC(=O)Cn2c(=O)oc3cc(S(=O)(=O)NC4CCCC4)ccc32)cc1	100	-1
CCOC(=O)c1ccc(N2C(=O)c3n[nH]c(-c4ccco4)c3C2c2ccc(C(=O)OC)cc2)cc1 (configuration not stated)	111	0.9

mol	Polio RdRp inh	Polio RdRp inh FP z-score
O=C(NC1CCCCC1)c1ccc2c(c1)sc1nc(-c3ccc(F)cc3)cn12	107	0.3
CCCCn1c(SCC(=O)N2CCCC2)nc2ccccc2c1=O	100	-0.7
Cn1c(=O)c2c(SCC(=O)NCC3CCCO3)nc(-c3cccc(F)c3)nc2n(C)c1=O (configuration not stated)	106	-0.4
CCOc1cccc(NC(=O)C2CC(=O)N(CC)C(=Nc3ccc(F)cc3)S2)c1 (configuration not stated)	107	0.8
COc1ccccc1/C=C1\SC(=O)N(CCC(=O)N2c3ccccc3Sc3ccccc32)C1=O	100	-0.5
O=C(NCCc1ccc(Cl)cc1)c1nnc(Cc2ccc(Cl)cc2Cl)o1	103	-0.5
Cc1cccc(Nc2nc3nonc3nc2Nc2cccc(C)c2C)c1C	105	1.3
COC(=O)c1sc2nc(C)cc(C(F)(F)F)c2c1N	107	0.5
CC(C)CN1C(=O)/C(=C/C=C/c2ccccc2)SC1=S	102	0.1
COc1ccc(-c2cc(C(=O)N3CCN(C(c4ccccc4)c4ccccc4)CC3)no2)cc1	100	-0.7

mol	Polio RdRp inh	Polio RdRp inh FP z-score
c1ccc(C2=NNC(c3ccccc3)=NN2)cc1	101	-0.2
COc1cc(CO)ccc1OCc1cc(Cl)cc2c1OCOC2	108	1
N#Cc1cc2c(cc1C#N)N(Cc1ccccc1)CCN2Cc1ccccc1	101	-0.2
Cn1c(N)cc(=O)n(C)c1=O	108	0.7
COC(=O)c1cn(C(=O)COc2ccccc2Cl)c2ccccc12	96	-1.4
C(=N\n1cnnc1)/C1CCCCC1	105	1.6
COc1ccc(C2=CC(c3ccc(C)o3)n3nnnc3N2)cc1OC (configuration not stated)	108	1
O=C1CCSc2c1cccc2C(=O)NCc1ccccc1	104	0.2
COC(=O)C(C)Sc1nnc(-c2c[nH]c3ccccc23)n1-c1ccc(OC)cc1 (configuration not stated)	103	0.5
N/C(=N\OC(=O)COc1ccc(Cl)cc1Cl)c1ccncc1	101	0

# Quoted from the results shown for reference:
mol	Polio RdRp inh	Polio RdRp inh FP z-score
CC(C)CN1C(=O)/C(=C/C=C/c2ccccc2)SC1=S	102	0.1
COc1ccc(-c2cc(C(=O)N3CCN(C(c4ccccc4)c4ccccc4)CC3)no2)cc1	100	-0.7
c1ccc(C2=NNC(c3ccccc3)=NN2)cc1	101	-0.2

# More entries follow:
mol	Polio RdRp inh	Polio RdRp inh FP z-score
CCCCn1c(CCC(=O)O)nc2cc(S(=O)(=O)N(C)C)ccc21	100	-0.3
CCC1(CC)C(=O)N(C)C(=O)NC1=Nc1ccccc1	102	0.1
CCCCN(CC)S(=O)(=O)c1ccc2[nH]c(=O)cc(C(=O)NCCc3ccc(Cl)cc3)c2c1	99	-1.5
Cc1cccc(OCc2nnc(SCc3cc(=O)oc4ccc5ccccc5c34)o2)c1	107	0.5
CCc1ccc(CNC(=O)CCCN2C(=O)c3cccnc3Oc3ccc(Cl)cc32)cc1	111	1.1
NN1C(=O)CSC1=Nc1ccccc1	102	0.4
COc1cc(Nc2ncc3c(n2)CCN(Cc2cccc(C)c2)C3)cc(OC)c1	108	0.4
CC1CCC(NC(=O)CSc2ccc(S(=O)(=O)N(C)C)cn2)CC1 (configuration not stated)	106	0.5
Cc1ccc(-c2noc(CN(C)C(=O)CCN3C(=O)C4CC=CCC4C3=O)n2)cc1 (configuration not stated)	102	-0.1
CC(C)c1ccc(NC(=S)N2CCCC(c3ccc(F)cc3)=N2)cc1	103	0.2

mol	Polio RdRp inh	Polio RdRp inh FP z-score
CN1CCN(C2=NC(C(=O)Nc3ccccc3)CC(=O)N2)CC1 (configuration not stated)	99	-0.4
Cc1nc(C(F)(F)F)ccc1-c1nnc(SCCCN2C(=O)c3ccccc3C2=O)o1	111	0.9
Cc1noc(C)c1S(=O)(=O)N(CC(=O)Nc1ccc(C(F)(F)F)cc1)c1ccc(C(C)C)cc1	104	0
O=S1(=O)CCC(SSC2CCS(=O)(=O)C2)C1 (configuration not stated)	103	0.2
Cc1cccc(C)c1NC(=O)CS(=O)CC(=O)Nc1ccc(F)c(F)c1 (configuration not stated)	102	-0.1
COc1cc(OC)cc(C(C)(C)OC(=O)N2CCC[C@H]2C(=O)O)c1	100	-0.2
Cc1cc2ncn(CCCCOc3ccccc3)c2cc1C	108	0.2
O=C(O)CCCc1ccc(/C=N/O)s1	103	0.9
NC1=NC(=O)CC(C(=O)Nc2ccc(Br)cc2)S1 (configuration not stated)	101	0
CCOC(=O)c1cnc(N2CCN(c3ccc(C)cc3C)CC2)c2ccccc12	114	1.5

mol	Polio RdRp inh	Polio RdRp inh FP z-score
CC1OS(=O)OC1(c1ccccc1)c1ccccc1 (configuration not stated)	89*	-1.2*
CCOc1ccc(-c2cn3c(n2)sc2cc(C(=O)NCCCc4ccccc4)ccc23)cc1	109	0.7
COc1ccc(CNC(=O)c2cc(-c3ccc(OC)cc3)on2)cc1	100	-0.5
O=C(CSC1=Nc2ccccc2N=C(c2ccc(F)cc2)C1)NCc1ccc(F)cc1	110	0.6
CC1OCN(c2ccc(OC(F)(F)F)cc2)Cn2c1nc1ccccc12 (configuration not stated)	100	-0.5
COc1cc2c(cc1OC)C1N(CC2)C(C(=O)c2cccs2)=NN1c1ccccc1 (configuration not stated)	104	0
Cc1ccccc1NC(=O)Cn1cc(S(=O)(=O)c2ccccc2)c(=O)c2ccccc21	104	-0.7
O=C(Oc1ccc(-c2nnco2)cc1)C1=CC=CN2CCS(=O)(=O)N=C12	100	0
CCc1ccccc1NC(=O)COC(=O)c1cn(CC)c2nc(C)ccc2c1=O	101	-1.4
CCc1nc(N)c(C#N)c(-c2ccccc2)c1C	102	-0.2

mol	Polio RdRp inh	Polio RdRp inh FP z-score
CCn1cc(C(=O)Nc2ccccc2Br)c(=O)c2cc(F)c(N3CCN(C(C)=O)CC3)cc21	97	-1
CCN(CC)c1nc(SCCOC(=O)Nc2ccccc2)nc(N(CC)CC)n1	101	-0.1
COC(=O)c1ccc(C2Nc3c(C)cccc3-c3cc(C)nn32)cc1 (configuration not stated)	106	0.2
CCCN(CC1CC1)C(=S)Nc1cccc(C)c1C	106	0.1
CCCNC(=O)c1ccc(OCC)cc1	99	-0.8
O=C(NC(N1CCOCC1)(C(F)(F)F)C(F)(F)F)c1ccccc1	104	0.2
CC1(C)CC(=O)C(N=Nc2ccccc2C(F)(F)F)=C(O)C1	102	0.2
CCn1c(=O)n(-c2ccc3c(c2)OCO3)c2nc(-c3cc(OC)ccc3OC)nc(C(N)=O)c21	110	0.8
CN(CCOc1ccccc1)CCOc1ccccc1	101	0.1
Cc1nnsc1C(=O)Oc1ccccc1Cl	98	-0.5

mol	Polio RdRp inh	Polio RdRp inh FP z-score
O=C(COC(=O)c1ccc(Oc2ccccc2)cc1)NCc1ccccc1	102	0.1
CC1CCCN(CCCNC(=O)c2ccc3c(c2)N(Cc2cccc(Cl)c2)C(=O)c2ccccc2S3(=O)=O)C1 (configuration not stated)	109	0.5
COc1cc(Nc2nc(-c3ccc(OC)c(OC)c3)nc3ccccc23)cc(OC)c1	107	0.2
O=C(Nc1ccon1)c1cccn(Cc2cccc(Cl)c2)c1=O	105	-0.5
CCOc1ccc(NC(=O)c2cc3c(-c4ccccc4F)nn(C)c3s2)cc1	108	0.7
c1ccc(Nc2nc(-c3ccncc3)cs2)cc1	102	0.1
CCC(C)NC(=O)c1ccc2nc(Cc3ccccc3)oc2c1 (configuration not stated)	106	-0.2
NCCCCCc1nnc(SCC(N)=O)o1	104	0.6
CN1CC=C(/C=C/C2=CC[C@H]3C[C@@H]2C3(C)C)CC1	100	-0.6
O=C(CC1N=C2c3ccccc3N=C(SCc3ccccc3F)N2C1=O)NC1CCCCC1 (configuration not stated)	101	-0.3

mol	Polio RdRp inh	Polio RdRp inh FP z-score
CCCN1CC2(COC)CC[C@H](OC)[C@@]34CC[C@H](COC)[C@@H](O)C[C@@](C)(O)C(O)([C@@H](OC)[C@H]23)[C@H]14	109	0.6
CCCc1nc(N)c(C#N)c(-c2ccc(F)cc2)c1CC	104	1.1
O=C(CSc1nnc(-c2ccccn2)c(-c2ccccn2)n1)c1ccc(N2CCCC2=O)cc1	102	-0.1
O=C(c1cnn2c(C(F)(F)F)cc(-c3ccccc3)nc12)N1CCN(c2ccccc2)CC1	100	-0.7
CCOc1ccccc1NC(=O)Cn1nnc(C(=O)NCc2ccc(F)cc2)c1N	114	1.3
CNC(=O)c1ccsc1NC(=O)c1ccc(S(C)(=O)=O)cc1	98	-1.7
Cc1cc(C)n2ncc(C(=O)NCCC3=CCCCC3)c2n1	103	1.1
CCCNC(=O)COCc1cc(-c2ccc(F)cc2)on1	100	-0.5
Fc1ccc(-c2[nH]ncc2CN2CCN(Cc3ccccc3)CC2)cc1	107	0.4
CC(=O)Nc1nonc1-c1nnc(SCC(=O)Nc2cccc(F)c2)n1-c1ccccc1	108	0.4

mol	Polio RdRp inh	Polio RdRp inh FP z-score
O=C(Nc1cccc(C(F)(F)F)c1)Nc1cccs1	110	0.1
CC1=NN(Cc2ccccc2Cl)C(=O)C1	99	-0.4
Cc1ccc(/C=C2/Sc3ccc(C(=O)N4CCN(c5ccccc5F)CC4)cc3NC2=O)cc1	99	-1.5
O=c1[nH]c2cc3c(cc2cc1CN(CCO)C(=S)Nc1cccc(Cl)c1)OCO3	101	-0.6
CC(NC(=O)c1ccccc1)c1n[nH]c(=S)n1C (configuration not stated)	102	0.1
Cc1ccc(S(=O)(=O)N2CCN(Cc3nc4ccc(C)cc4o3)CC2)cc1	105	-0.2
C=CC(=O)Nc1ccc(-c2nc3ccc(NC(=O)C=C)cc3[nH]2)cc1	103	0.3
O=c1c2ccccc2nc(CNc2ccccc2)n1-c1ccccc1	102	0.2
Cn1c(C(C#N)C(=O)Cc2c(F)cccc2Cl)nc2ccccc21 (configuration not stated)	97	-0.6
N#CC1(c2ccccc2)CCCN1C(=O)c1ccc(Br)o1 (configuration not stated)	108	0.4

mol	Polio RdRp inh	Polio RdRp inh FP z-score
CCc1ccc2occ(CC(=O)Nc3ccccc3C(F)(F)F)c2c1	116	0.1
C#CCOC(=O)Nc1ccc(OCC(F)(F)F)nc1	101	0.1
CCC1CCC(=NNC(=O)CNc2ccc(OC)cc2)CC1 (configuration not stated)	100	-0.1
O=C(NCc1cccc2ccccc12)C12CC3CC(CC(C3)C1)C2	105	0.3
O=C(Cn1c(=O)oc2ccccc21)NC1CCN(Cc2ccccc2)CC1	100	-0.7
CC1(NCC(=O)N2CCN(S(=O)(=O)c3ccc4ccccc4c3)CC2)CCS(=O)(=O)C1 (configuration not stated)	101	-0.2
CC1SC2(C(=O)Nc3ccccc32)N(c2ccccc2)C1=O (configuration not stated)	102	0.4

# Reprinted at random: 5 records from the list, in no set order.
mol	Polio RdRp inh	Polio RdRp inh FP z-score
CCC1CCC(=NNC(=O)CNc2ccc(OC)cc2)CC1 (configuration not stated)	100	-0.1
CC1SC2(C(=O)Nc3ccccc32)N(c2ccccc2)C1=O (configuration not stated)	102	0.4
CCc1ccc2occ(CC(=O)Nc3ccccc3C(F)(F)F)c2c1	116	0.1
C#CCOC(=O)Nc1ccc(OCC(F)(F)F)nc1	101	0.1
O=C(NCc1cccc2ccccc12)C12CC3CC(CC(C3)C1)C2	105	0.3

# Part of the list above in order of molecular weight, smallest number first:
mol	Polio RdRp inh	Polio RdRp inh FP z-score
O=S1(=O)CCC(SSC2CCS(=O)(=O)C2)C1 (configuration not stated)	103	0.2
Cc1ccc(-c2[nH]c3c(c2-c2c(-n4cccc4)n(C)c(=O)[nH]c2=O)c(=O)[nH]c(=O)n3C)cc1	107	0
COc1ccccc1/C=C1\SC(=O)N(CCC(=O)N2c3ccccc3Sc3ccccc32)C1=O	100	-0.5

# Bioassay records deposited in PubChem by ICCB-Longwood Screening Facility, Harvard Medical School.
